Screening results as filed in PubChem BioAssay.
VIM-2 inhibitor = blocks Pseudomonas aeruginosa VIM-2 metallo-beta-lactamase | hit rate 0.89% among 290,000 | purified VIM-2, nitrocefin hydrolysis, epi-absorbance fluorescence | AID 1527 | inhibition, % at 5.6 µM;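 active means inhibition above the mean of all tested compounds plus 3 SD, cutoff set per screening run, cut at about 7.5% in these data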;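 further: red hydrolysis product quenches plate fluorescence so inhibitors raise well fluorescence; 0% = enzyme with DMSO and 100% = DMSO without enzyme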
UBC9 SUMO inh = blocks human SUMOylation mediated by UBC9; P63279; HTRF SUMOylation assay, SAE1/SAE2 + UBC9, in vitro; inhibition, % at 35 µM; hit rate 0.36% among 290,000; AID 2006; in the data active means inhibition above about 50%, passing the limit was not always enough; further: strong numbers were not always called active
Target sequence (P63279 whole entry, looked up): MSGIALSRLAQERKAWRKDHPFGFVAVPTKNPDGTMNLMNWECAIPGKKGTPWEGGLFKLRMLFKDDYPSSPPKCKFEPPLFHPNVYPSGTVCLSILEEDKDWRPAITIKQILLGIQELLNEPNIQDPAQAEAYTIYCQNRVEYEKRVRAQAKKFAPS
MEKK3 PB1 HTS = modulators (inhibitors or enhancers) of MEK5 binding to human MEKK3 PB1 domain; Q99759; bead-based flow cytometry, Alexa488-MEK5 binding to MEKK3; actives lie on both sides; 0 = blocked by unlabeled MEK5, 100 = vehicle; binding response (% of control), % at 10 µM; hit rate 1.4% among 290,000; AID 1529;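 active means binding response more than 3 SD above or below the average of its plate-row segment, actives on both sides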;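 further: Alexa488 bead fluorescence after subtracting the streptavidin-only scavenger bead signal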
Target sequence (Q99759 whole entry, looked up, the tested form may be a part): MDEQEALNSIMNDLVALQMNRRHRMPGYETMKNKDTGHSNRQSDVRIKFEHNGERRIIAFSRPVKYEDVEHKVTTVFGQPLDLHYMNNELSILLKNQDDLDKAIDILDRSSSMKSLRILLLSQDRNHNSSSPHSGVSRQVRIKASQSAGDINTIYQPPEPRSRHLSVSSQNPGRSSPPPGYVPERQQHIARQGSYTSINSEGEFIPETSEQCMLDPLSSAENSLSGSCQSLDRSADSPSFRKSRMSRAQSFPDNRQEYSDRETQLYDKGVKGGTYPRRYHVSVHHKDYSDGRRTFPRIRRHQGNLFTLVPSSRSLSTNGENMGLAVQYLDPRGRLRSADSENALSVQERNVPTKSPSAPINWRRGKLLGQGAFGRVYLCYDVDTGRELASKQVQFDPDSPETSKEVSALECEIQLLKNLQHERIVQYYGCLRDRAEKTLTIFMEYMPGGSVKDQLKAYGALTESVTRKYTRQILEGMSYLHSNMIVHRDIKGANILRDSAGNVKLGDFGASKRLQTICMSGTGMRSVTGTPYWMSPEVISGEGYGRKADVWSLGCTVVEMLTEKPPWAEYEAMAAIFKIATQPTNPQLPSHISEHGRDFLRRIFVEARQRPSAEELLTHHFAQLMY
PHOSPHO1 block = PHOSPHO1 (human) inhibition | Q8TCT1 | recombinant PHOSPHO1, absorbance phosphatase assay | inhibition, % at 13.3 µM | hit rate 1.1% among 290,000; in the data active means inhibition above about 60%
Target sequence (Q8TCT1 whole entry, looked up): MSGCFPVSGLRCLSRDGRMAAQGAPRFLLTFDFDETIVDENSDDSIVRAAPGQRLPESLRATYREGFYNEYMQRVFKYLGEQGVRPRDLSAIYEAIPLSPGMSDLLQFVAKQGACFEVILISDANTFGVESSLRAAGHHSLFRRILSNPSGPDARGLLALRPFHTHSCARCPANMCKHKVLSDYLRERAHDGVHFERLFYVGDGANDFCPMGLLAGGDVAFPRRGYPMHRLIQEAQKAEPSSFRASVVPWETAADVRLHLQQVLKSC
FID counter = counter-screen for HCV NS3 helicase inhibitors: DNA intercalator displacement. DNA fluorescent intercalator displacement, fluorescence. inhibition, % at 7.9 µM. hit rate 0.17% among 290,000; in the data active means inhibition above about 37%;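 further: 0% = vehicle and 100% = reference compound; higher means more ethidium bromide displaced from hairpin DNA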
IMP-1 inhibitor = blocks Pseudomonas aeruginosa IMP-1 metallo-beta-lactamase. purified IMP-1, nitrocefin hydrolysis, epi-absorbance fluorescence. hit rate 0.45% among 290,000. inhibition, % at 5.6 µM;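 active means inhibition above the mean plus 3 SD of all compounds in the same screening run, cut at about 4.5% in these data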;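 further: 0% = IMP-1 with DMSO and 100% = DMSO wells lacking enzyme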
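System – purified recombinant IMP-1 beta-lactamase · Input – IMP-1 dispensed at 0.2 nM · Timing – 15 min preincubation plus 25 min reaction at 25 °C · Signal – Epi-absorbance fluorescence, 480 nm excitation, 530 nm emission · Measure – percent IMP-1 inhibition derived from blank-referenced optical density · Controls – Enzyme-plus-DMSO low control, enzyme-free DMSO high control · Replication – singlicate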
HCV NS3 hel inh = inhibitors of Hepatitis C virus NS3 helicase. NS3 helicase DNA unwinding, Cy5 molecular beacon fluorescence. inhibition, % at 10.9 µM. hit rate 0.56% among 290,000. AID 1800;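 active means inhibition above the mean of all tested compounds plus 3 SD, set per campaign, cut at about 35% in these data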;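 further: 0% = DMSO wells and 100% = thioflavine S control wells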
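test system = hepatitis C virus NS3 helicase domain fragment enzyme | reagent = annealed dual-labelled DNA beacon duplex, ATP-started | times = 1 h at 25 °C | detection = Cy5 fluorescence, 0 and 60 min reads | read-out basis = percent inhibition from t60/t0 fluorescence ratio | control set = DMSO and thioflavine S | replication = one well per compound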
IDE cell activ = IDE (human) activation, cell-based. P14735. HEK cells, FAbeta-B cleavage, fluorescence polarization; 0% vehicle, 100% cell-free pure enzyme wells. activation, % at 5.96 µM. hit rate 0.073% among 340,000. AID 493087;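 active means activation above the mean of all tested compounds plus 3 SD, set per screening campaign, cut at about 17% in these data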
pCIP destab = p/CIP protein destabilization | decrease of EGFP signal, % at 10 µM | F442A p/CIP-EGFP cells, EGFP fluorescence, 16 h | AID 1984 | Q05BA5 | hit rate 0.01% among 290,000;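 active means EGFP signal decrease of at least 30% at 10 µM or well 3 SD below plate mean, unless failing retest; inactive means the rest, including hits failing retest or dose response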; further: some compounds called inactive have numbers as strong as hits; many of its hits are not listed in these tables
* = called active by the depositor; / = not tested or not shown; & = joins results of further samples; [ ] = another dose, or the depositor's remark. Some of the compounds tested, so the mix of outcomes need not match the whole.

canonical_smiles	VIM-2 inhibitor	UBC9 SUMO inh	MEKK3 PB1 HTS	PHOSPHO1 block	FID counter	IMP-1 inhibitor	HCV NS3 hel inh	IDE cell activ	pCIP destab
C=CCn1c(CCNC(=O)c2cccs2)nnc1SCC(=O)c1ccc(Br)cc1	-1.9	-1	102	24	-28	-2.2	-5	3	-18
O=C(COc1cccc([N+](=O)[O-])c1)NN1C(=O)c2ccccc2C1=O	-2.0	-1	98	/	4	-0.5	6	6	9
COc1ccc(Nc2ccc(Nc3ccc(OC)cc3)nn2)cc1	-2.9	2	112	-11	3	-3.3	0	4	-8
Cc1ccc(S(=O)(=O)N2CCN(S(=O)(=O)c3ccccc3)C2c2ccc(N(C)C)cc2)cc1 (configuration not stated)	-4.3	2	104	14	-5	-4.0	-3	2	0
O=C(NCc1ccc(N2CCCC2=O)cc1)Nc1cccc2ccccc12	-2.2	-21	1.0*[inhibitor]	-40	-6	-3.0	-13	7	-4
COc1ccc2c(-c3ccccc3)cc(SCC(N)=O)nc2c1	-0.1	13	105	25	-18	-0.8	-25	2	-14
CN(C(=O)CSc1nnc(-c2ccccc2)n1C)C1CCS(=O)(=O)C1 (configuration not stated)	-2.5	4	103	40	-4	-3.0	-2	3	6
CCOc1ccc(N2CC(C(=O)Nc3ccc(S(=O)(=O)Nc4ncccn4)cc3)CC2=O)cc1 (configuration not stated)	-3.5	16	99	-4	-16	-4.9	1	0	1
Cn1c2ccccc2c2nnc(SCc3nnc(-c4ccccc4)o3)nc21	-1.7	14	89	-1	3	-1.6	2	/	3
Cc1cccc(C)c1-n1c(=O)n(Cc2ccccc2)c(=O)c2[nH]cnc21	-1.8	0	93	-15	-5	-3.3	2	3	-10
Cn1nccc1NC(=O)Nc1ccc(OC(F)(F)F)cc1	-3.0	39	106	42	-1	-2.9	15	/	-18
Cc1ccc(-c2nnn(CC(=O)N(CC3CCCO3)C(C(=O)NC(C)(C)C)c3ccc(F)cc3)n2)o1 (configuration not stated)	-3.3	10	102	-14	-30	-1.6	6	-6	-8
O=C(CCN1C(=O)c2ccccc2C1=O)Nc1ccc(-c2nc3ccccc3s2)cc1	-1.3	24	109	-4	4	-2.6	-9	-2	-8
CC(C)(C)NC(=O)/C(=C\c1cccnc1)NC(=O)c1ccco1	-1.1	14	102	29	3	-3.0	4	1	-4
CS(=O)(=O)N1CCN(C(=O)CSc2ccccc2)CC1	-1.4	6	102	-21	-2	-2.5	-2	0	-9
CCCCn1c(N)c(N(Cc2ccccc2OC)C(=O)C(C)Oc2ccc(Cl)cc2)c(=O)[nH]c1=O (configuration not stated)	-1.7	-2	95	63*	-29	-2.0	-3	4	-12
Cc1cc(=O)nc2c3ccccc3n(CC(=O)Nc3ccccc3Br)n12	-1.1	20	102	8	-7	-1.4	-4	8	-10
COc1ccc(Cl)cc1NC(=O)c1ccoc1C	-0.6	3	/	-25	-3	-3.8	1	1	-6
CCCSc1ccc(C(=O)Nc2ccc(F)cc2F)cn1	-3.3	-4	102	47	-4	-3.5	9	7	1
Nn1cnnc1N/N=C/c1ccc(Cl)c([N+](=O)[O-])c1	-3.4	18	99	27	1	-5.0	-12	-2	-10
COc1ccc(NC(=S)Nc2cccc([N+](=O)[O-])c2)cc1	-1.1	-4	104	24	3	-1.1	-13	4	2
CCOC(=O)CSc1nc(N2CCOCC2)c2c(c1C#N)CC(C)(C)N(C)C2	-0.7	38	101	4	3	-0.3	26	-1	-9
O=C(NNC(=S)Nc1ccccc1Cl)c1ccccc1Br	-6.4	-27	97	13	-9	-3.9	4	-5	-12
COc1cc(/C=N/Nc2nc(=O)[nH]nc2C)ccc1O	-2.6	4	99	28	-2	-3.4	-4	5	3
Cc1cc(Cl)ccc1NC(=S)NCCCN1CCCC1=O	0.7	-8	100	-5	-9	-1.2	3	0	-6
COC(=O)Cn1cccc1C(=O)c1ccccc1	0.8	-1	84	-4	3	0.3	-1	4	1
CCOC(=O)c1cccc(NC(=O)c2cc3ccccc3o2)c1	-1.2	-14	110	20	-26	-4.1	3	2	-5
COc1ccc(NC(=S)Nc2cccc(C)n2)cc1	-3.4	4	105	8	-16	-2.1	3	/	-15
Cc1ccc(C)c2[nH]c(=O)c(CCNC(=O)C(C)(C)C)cc12	-3.3	-11	101	30	-5	-1.4	1	-3	-12
COc1ccc2[nH]c(=O)c(CN(Cc3cccs3)S(=O)(=O)c3cccc4nsnc34)cc2c1	-3.4	-13	104	-14	2	-1.8	-2	2	10
CCn1c(SCC(=O)NCc2cccs2)nnc1-c1ccncc1	-3.1	5	103	45	0	-3.4	-5	6	-18
CC(C)Cn1c(-c2ccccc2)nc2ccccc2c1=O	0.5	-2	109	12	-13	-2.6	-4	1	0
CCN1CCN(C(=O)c2cc3ccc(OC)cc3[nH]2)CC1	-0.6	12	106	59	-9	-2.0	23	-1	-17
Cc1ccc2c(c1)cc1c(=O)n(CC(=O)NCc3ccccn3)nc(C)n12	-1.2	6	101	58	-7	-1.3	3	3	-1
O=C(COc1ccccc1)NC1C(=O)N2C(C(=O)O)=C(Cl)CSC12 (configuration not stated)	0.0	5	104	24	-12	2.9	19	5	-10
O=S1(=O)C=C(N2CCCCC2)c2ccccc21	-1.9	19	98	0	-12	-2.6	18	1	-7
CC(C)(C)NC(=O)C(=O)N/N=C/c1cccs1	-1.6	14	103	50	-4	-1.8	-5	4	-7
Cc1ccc(NC(=O)CSc2nnc(Cn3cnc4ccccc43)o2)cc1	-0.4	-8	91	-12	-8	-3.4	-2	6	-4
CN(C)CCNC(=O)C(=O)Nc1cc2c3c(c1)CCN3C(=O)CC2	0.3	2	95	60	5	-0.5	7	3	1
O=C(NCc1ccccc1F)C1CCCN1S(=O)(=O)c1ccc(Cl)cc1 (configuration not stated)	-1.8	-4	108	30	-17	-2.6	1	-5	-2
N#C/C(=C/Nc1ccccc1C(=O)O)C(N)=O	0.1	13	104	32	-2	-0.5	-14	4	5
COC(CNC(=O)c1ccc2c(c1)nc(C)n2-c1ccc(F)c(F)c1)OC	-0.9	-2	87	12	-16	-2.9	6	-5	12
COCC1CCN(C(=O)C2CCC(=O)N(CC3CCCCC3)C2)CC1 (configuration not stated)	-2.8	0	99	42	-31	-2.7	7	-1	3
CCC1CN(C(=O)N2CCC(C(=O)Nc3ccccc3F)CC2)c2ccccc2O1 (configuration not stated)	-5.2	-3	100	49	-43	-2.0	0	7	-10
N#Cc1nc(COc2ccc(Cl)cc2Cl)oc1N1CCN(c2ccccc2)CC1	-3.1	-8	100	-7	-10	-2.5	-7	-1	-9
CCOc1ccc(-c2c(C(=O)N/N=C/c3cccs3)nnn2-c2nonc2N)cc1	-1.8	/	101	47	-2	-0.3	1	-1	-19
Cc1cc(C)c2c(CC(=O)O)coc2c1	-1.0	11	97	5	4	-6.0	8	4	-8
CCOC(=O)c1cc2c3ccccc3n(CC)c2nc1N	-2.7	-6	/	30	-2	-4.9	7	7	-13
COc1ccc(N=Nc2cnc(C)nc2-c2ccccc2)cc1	-0.1	-34	98	-6	-1	-0.6	5	3	10
CCc1cccc(NC(=O)CCCN2C(=O)C(c3ccccc3)Oc3cccnc32)c1 (configuration not stated)	-0.9	-9	105	7	-45	0.0	-16	3	4
CCCCCNC(=O)N[C@H](C(=O)O)C(C)C	-1.2	0	103	-5	6	-0.3	6	6	-14
O=C(NC1CCCC1)C(c1ccco1)N(C(=O)c1ccco1)c1ccccc1 (configuration not stated)	-2.4	19	101	46	-30	-0.2	11	5	-10
Cc1nn(Cc2c(Cl)cccc2Cl)c(Cl)c1/C=C/C(=O)OCC(=O)NCC(F)(F)F	-3.2	-10	104	-9	2	-6.0	1	-1	7
C=CCN1C(=S)N[C@@H]2CS(=O)(=O)C[C@@H]21	-3.1	3	98	-3	1	-3.8	2	/	-3
Cc1nc2cc3nc(C)sc3cc2s1	-2.9	15	109	68*	-1	-3.5	8	0	-21
CCOc1ccc2nc(NS(=O)(=O)c3ccc4c(c3)n(C)c(=O)n4C)sc2c1	-3.1	1	/	-16	-52	-0.7	24	-4	6
COc1ccc(-c2nnn(CC(=O)N(Cc3ccccc3Cl)C(C(=O)NCC3CCCO3)c3ccco3)n2)cc1 (configuration not stated)	-3.8	-4	103	9	-5	-2.2	-6	-2	-6
COc1cc(-c2cc(C(=O)NCc3ccco3)c3ccccc3n2)cc(OC)c1OC	-1.5	22	104	12	-37	-2.1	-2	-3	-18
CN(CCc1ccccn1)C(=O)c1cccnc1Oc1ccc(Cl)cc1	-2.3	8	86	27	-14	-2.6	0	2	-5
CCN1CCN(C/C(C)=C/c2ccccc2)CC1	0.1	18	104	-8	-2	-2.0	-14	3	-4

The listing continues:
canonical_smiles	VIM-2 inhibitor	UBC9 SUMO inh	MEKK3 PB1 HTS	PHOSPHO1 block	FID counter	IMP-1 inhibitor	HCV NS3 hel inh	IDE cell activ	pCIP destab
CCOc1ccc(CCN2C(=O)c3ccc(C(=O)O)cc3C2=O)cc1OCC	-1.5	10	99	29	-34	-3.4	-13	1	3
Cn1nc(C(=O)Nc2ccc(Br)cc2)cc1C(=O)Nc1ccc(Br)cc1	-1.9	13	103	29	-1	-2.6	14	1	-10
COc1cc(Cl)c(C)cc1NC(C)C(=O)Nc1cc(C(F)(F)F)ccc1N1CCOCC1 (configuration not stated)	-2.0	1	99	-21	-3	-3.2	3	-3	-15
CCC(=O)Nc1cc(=O)[nH]c2ncnn12	-1.3	5	99	2	1	-1.1	-4	4	2
CC(C)(C)SCCNC(=O)c1ccc(CN2CCc3ccccc3C2)cc1	0.6	10	101	28	-7	-3.1	-6	0	-2
CC[C@@]12C(=O)N(c3ccc(C)cc3)C(=O)N1[C@H](c1ccc(OC)cc1)[C@@H]1C(=O)N(C(C)(C)C)C(=O)[C@@H]12	-0.2	14	101	-2	-42	-2.5	-12	4	-9
COc1cc(-c2ccc(=O)[nH]n2)ccc1OC(F)F	-1.7	8	107&102	32	-2	-2.6	2	3	-4
O=C(CCCn1c(SCc2cc(=O)n3cc(Cl)ccc3n2)nc2ccccc2c1=O)NCC1CCCO1 (configuration not stated)	-0.4	-4	61	40	-6	-0.8	1	-2	-4
C=C(C)COc1ccc(-c2nc(N)nc(C)c2Oc2ccccc2OC)c(O)c1	-3.2	-12	107	-8	-3	-1.7	-23	5	-23
CCOC(=O)c1ccc(CN2C(=O)c3ccccc3S2(=O)=O)cc1	-1.5	-1	90	25	-22	-2.0	-5	1	1
